Screening results: PubChem, Sanford-Burnham Center for Chemical Genomics
CCR6 antag: CCR6 (human) receptor antagonism; P51684; CHO-K1 CCR6 PathHunter beta-arrestin, luminescence, CCL20-stimulated; inhibition, % at 20 µM; 0.49% of 340,000 active; AID 493098;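 active = compounds whose inhibition of the agonist-driven luminescence signal at 20 µM reaches about 50%, limit read from the data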;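 note: cells stimulated with CCL20 at 14 nM final; plate controls were DMSO with CCL20 for no effect and DMSO without agonist for full effect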
EBI2 antag: blocks human EBI2 receptor beta-arrestin signaling; P32249; EBI2 beta-arrestin recruitment, luminescence, 7a,25-OHC stimulated; inhibition, % at 5 µM; 0.81% of 360,000 active; AID 651636; in the data active = inhibition above about 38%;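 note: enzyme fragment complementation signal reports receptor beta-arrestin coupling in cells; 0% = agonist plus DMSO wells and 100% = wells without agonist; some results beyond the cut were filed as inactive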
697 NFkB inh: lowers PMA/ionomycin-induced NF-kB signal in 697 B cells; inhibition, % at 4 µM; AID 435022; 697 B-cell NF-kB luciferase reporter, 16 h; 0.33% of 330,000 active; in the data active = inhibition above about 35%
Jurkat NFkB inh: lowers PMA/ionomycin-induced NF-kB signal in Jurkat cells. 0.53% of 330,000 active. inhibition, % at 4 µM. PMA/ionomycin-induced NF-kB luciferase reporter, luminescence
UBC13 inh: inhibitors of human UBC13 polyubiquitin chain formation; TR-FRET; inhibition, % at 20 µM; 0.47% of 330,000 active; AID 485273; in the data active = inhibition above about 45%, passing the limit was not always enough
Gli-Sufu antag: antagonists of Gli-Sufu signaling | Sufu-KO-LIGHT fibroblasts, Gli luciferase reporter luminescence | inhibition, % at 5 µM | 0.74% of 340,000 active | AID 588413;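 active = inhibition above about 55%, limit read from the data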;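 note: 0% = DMSO-treated cells and 100% = wells with medium but no cells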
SENP8 inh: SENP8 protease inhibition | Q96LD8 | purified SENP8, Z-RLRGG-aminoluciferin cleavage, luminescence | 1.2% of 330,000 active | inhibition, % at 10 µM
Apaf1 inhib: inhibitors of human Apaf-1 apoptosome; O14727; reconstituted apoptosome caspase-3 activity, DEVD-Rh110 fluorescence; inhibition, % at 20 µM; 0.71% of 330,000 active; AID 489030; active = inhibition of at least 40% at 20 µM;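 note: plate controls were DMSO wells for no effect and DEVD-CHO caspase inhibitor wells for full effect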
Target sequence (O14727 whole entry, looked up): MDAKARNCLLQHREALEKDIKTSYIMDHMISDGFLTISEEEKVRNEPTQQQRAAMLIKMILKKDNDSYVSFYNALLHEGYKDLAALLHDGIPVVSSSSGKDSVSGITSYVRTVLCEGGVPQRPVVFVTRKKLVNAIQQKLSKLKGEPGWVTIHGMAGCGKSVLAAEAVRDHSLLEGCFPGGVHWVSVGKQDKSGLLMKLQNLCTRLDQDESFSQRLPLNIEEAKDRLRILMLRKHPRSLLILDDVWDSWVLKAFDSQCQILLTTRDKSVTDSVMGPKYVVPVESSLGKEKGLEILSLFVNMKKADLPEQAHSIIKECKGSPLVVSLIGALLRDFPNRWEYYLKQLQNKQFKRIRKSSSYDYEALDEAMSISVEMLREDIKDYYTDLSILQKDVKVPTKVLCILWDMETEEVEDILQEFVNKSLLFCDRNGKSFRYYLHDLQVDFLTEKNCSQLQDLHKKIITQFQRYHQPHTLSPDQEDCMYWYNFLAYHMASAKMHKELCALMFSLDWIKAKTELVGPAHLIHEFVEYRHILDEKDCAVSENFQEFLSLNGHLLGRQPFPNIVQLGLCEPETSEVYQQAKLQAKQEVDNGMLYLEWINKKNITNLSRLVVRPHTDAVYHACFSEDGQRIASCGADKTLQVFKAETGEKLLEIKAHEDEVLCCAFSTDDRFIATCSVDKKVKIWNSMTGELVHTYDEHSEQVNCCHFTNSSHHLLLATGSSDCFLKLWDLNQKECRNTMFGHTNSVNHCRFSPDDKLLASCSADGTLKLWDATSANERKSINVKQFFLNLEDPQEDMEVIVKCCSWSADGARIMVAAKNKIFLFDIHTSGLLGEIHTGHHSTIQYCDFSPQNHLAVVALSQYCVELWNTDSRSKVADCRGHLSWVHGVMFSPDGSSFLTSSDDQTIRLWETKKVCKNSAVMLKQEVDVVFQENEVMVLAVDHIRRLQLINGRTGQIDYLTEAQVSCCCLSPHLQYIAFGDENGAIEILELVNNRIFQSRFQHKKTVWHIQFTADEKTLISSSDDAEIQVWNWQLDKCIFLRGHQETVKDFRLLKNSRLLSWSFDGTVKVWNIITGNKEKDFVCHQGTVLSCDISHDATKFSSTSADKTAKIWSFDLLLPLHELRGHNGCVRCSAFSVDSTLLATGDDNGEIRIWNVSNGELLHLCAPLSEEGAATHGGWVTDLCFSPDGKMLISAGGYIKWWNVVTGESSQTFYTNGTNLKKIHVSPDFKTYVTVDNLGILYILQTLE
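Material: reconstituted apoptosome with Apaf-1, cytochrome c, caspase-9, procaspase-3, dATP; medium: pH 7.5 Hepes buffer with CHAPS, BSA, DTT; also added: cytochrome c and DEVD-Rh110 substrate; timing: 30 min plus 50 min, RT; signal: Rh110 fluorescence intensity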
Active calls of the source: *; / = no result given. Cut-off read from the data, not from the text of the source, unless noted: active = inhibition above about 50%; inactive = the rest. These rows are one share of the data; count on the stated rates, not on these rows.

Order of results – CCR6 antag, EBI2 antag, Apaf1 inhib, 697 NFkB inh, UBC13 inh, Gli-Sufu antag, Jurkat NFkB inh, SENP8 inh
- COCCCNC(=S)Nc1ccc2nc3n(c(=O)c2c1)CCCCC3
 : 8, -5, 3, 35*, -3, -3, -10, -1
- CCc1ccc(C(=O)NNC(=S)Nc2ccc(S(N)(=O)=O)cc2)s1
 : 18, 9, 1, -1, 0, 3, 1, 13
- O=C(O)c1ccc(Cl)c(NC(=S)NC(=O)c2ccccc2[N+](=O)[O-])c1
 : 14, -8, -1, 10, -9, 5, -7, 4
- COC(=O)c1ccc(OCCN2C3=NCCN3c3ccccc32)cc1
 : -18, -3, 7, -26, -6, 12, -1, -7
- CN(C)c1ccc(/C=N/NC(=O)CCC(=O)NCc2ccccc2)cc1
 : -4, -5, 4, 26, 6, -6, 10, 5
- COC(=O)c1ccc(NC(=O)CN2C(=O)CNC2=O)cc1
 : -5, 6, -5, -5, 5, -2, -4, -6
- O=C(Cc1ccc(Br)cc1)Nc1cccc(-c2cn3c(n2)SCC3)c1
 : 9, -3, 11, -16, 10, 19, -1, -3
- CCOc1ncccc1C(=O)NNC(=O)CSc1ccc(Cl)cc1
 : 2, 3, -1, 0, 4, 4, 8, -9
- CCc1ccccc1NC(=O)Cn1nc(C(F)(F)F)c2c1CCC2
 : 12, 4, 0, 5, 4, 22, -2, 1
- CN(Cc1ccccc1)C(=O)COC(=O)c1cc(Cl)nc(Cl)c1
 : 6, 11, -6, 10, -5, -4, -2, 2

Following part:
Order of results – CCR6 antag, EBI2 antag, Apaf1 inhib, 697 NFkB inh, UBC13 inh, Gli-Sufu antag, Jurkat NFkB inh, SENP8 inh
- COc1cc2c(c(OC)c1OC)C(c1ccccc1C)CC(=O)O2 (stereo not drawn)
 : 21, 2, 10, 6, /, 3, /, /
- C(=N/Nc1cc(N2CCOCC2)nc(N2CCOCC2)n1)/c1ccccc1
 : -7, 1, 77*, 19, -31, 33, -43, 8
- COc1ccc(NC(=O)[C@H](C)NC(=O)C2CCN(S(=O)(=O)c3ccc(C)cc3)CC2)cc1OC
 : 4, -5, -1, -6, -11, /, -1, -2
- COc1ccc(Cl)cc1NC(=O)CN(C)C(=O)CCCc1c[nH]c2ccccc12
 : 10, 16, 10, -16, 15, 0, 27, -2
- Cc1cccc(S(=O)(=O)NNC(=O)c2sc(C)nc2C)c1
 : 6, -8, -1, 2, -6, /, 0, -2
- Oc1ccc2ccccc2c1C=NC1CCCCC1
 : 7, -7, 21, 2, -25, -2, 13, -5
- O=C1c2cccc3cccc(c23)C(=O)N1CCN1CCN(C(=S)Nc2ccc(Cl)cc2)CC1
 : 9, 13, 6, -57, 8, 29, 7, 5
- CC1CCN(S(=O)(=O)c2ccc(C(=O)N3CCOCC3)cc2)CC1
 : 3, 1, 14, -7, -6, 2, -3, -5
- Cc1nc([N+](=O)[O-])c(Br)n1CC(=O)c1ccc2ccccc2c1
 : 25, 55*, 21, 12, -16, -11, 15, -6
- CCc1cccc(NC(=O)c2ccc(NS(=O)(=O)c3c(C)noc3C)cc2)c1
 : -4, 24, 5, -3, -1, -3, 0, -3

Carrying on.
Order of results – CCR6 antag, EBI2 antag, Apaf1 inhib, 697 NFkB inh, UBC13 inh, Gli-Sufu antag, Jurkat NFkB inh, SENP8 inh
- CC12CCC(=O)N1C(C(=O)Nc1ccccc1N1CCOCC1)CS2 (stereo not drawn)
 : 8, -7, 1, -29, -4, 9, 0, -5
- COc1ccc(NC(=O)c2cc3sccc3n2Cc2ccc(F)cc2)cc1OC
 : 0, 7, 17, -11, 12, -15, -28, 6
- CC(C)(C)NC(=O)NC(=O)COC(=O)CCCc1c[nH]c2ccccc12
 : 0, -11, 14, 32, 5, 2, 15, -3
- CCN1CCN(C(=O)c2ccccc2NC(=O)c2ccc(Cl)cc2)CC1
 : 9, 3, -14, 0, 3, -1, -6, 0
- CC(C)Sc1nc(-c2ccccc2)cc(=O)[nH]1
 : -6, -1, 2, 11, 15, 69*, 18, 0
- CNC(=O)c1ccc(-c2ccc(Cl)c(Cl)c2)s1
 : -12, -3, -2, -10, 10, -17, -46, -12
- C#CCOCCOCCOCCNc1nc(N2CCN(C(=O)[C@H](CCCCN)n3cc(CN)nn3)CC2)nc(N2CCN(C(=O)[C@H](CCCCN)n3cc([C@@H](N)[C@H](C)CC)nn3)CC2)n1
 : -4, -9, 40*, 13, 109*, 25, 4, -10
- O=C(Nc1nccs1)c1cc(N2CCOCC2)nc2ccccc12
 : 0, 2, 10, -4, 3, -2, -10, -14
- Cc1ccc(C(=O)N2CCCC(CCC(=O)NCc3ccc(F)c(F)c3)C2)cn1 (stereo not drawn)
 : 13, -3, -4, -12, -5, -9, -20, -6
- Cc1csc(=Nc2ccccc2)n1CCCN1CCCC1=O
 : 6, 1, 2, 12, 1, 4, -4, -1

Next results:
Order of results – CCR6 antag, EBI2 antag, Apaf1 inhib, 697 NFkB inh, UBC13 inh, Gli-Sufu antag, Jurkat NFkB inh, SENP8 inh
- CCN(CC(=O)Nc1ccc(OC)cc1)C(=O)Cc1ccsc1
 : -8, -11, -6, 18, -2, 1, 3, -8
- Cc1ccc(N2CC(C(=O)Nc3ccccc3N3CCCC3)CC2=O)cc1 (stereo not drawn)
 : 2, 3, -5, -13, -4, -6, 3, 6
- Cc1ccc(SCCNC(=O)c2ccccc2F)cc1
 : 9, 24, 14, -13, -9, -5, -5, -2
- CCSC1=C(C#N)C(c2ccc(C)o2)CC(=O)N1 (stereo not drawn)
 : 9, -2, 0, -23, -5, 5, -1, -5
- CC(C)S(=O)(=O)C/C(N)=N/OC(=O)c1cc(Cl)cc(Cl)c1
 : -19, -1, -18, -17, -5, -13, -22, 3
- COc1ccc2c(c1)sc(=N)n2CC(=O)Nc1cc(C)cc(C)c1
 : 8, 16, 1, 14, 15, 5, 28, 1
- COc1ccc(C(CNC(=O)COc2ccc(Cl)c(C)c2)N2CCCCC2)cc1 (stereo not drawn)
 : 7, 19, 11, -8, 7, 34, 7, -6
- O=C(CCN1C(=O)c2ccccc2C1=O)N1CCN(Cc2ccc(Cl)cc2Cl)CC1
 : 21, 5, 13, 9, 6, 2, 7, 8
- O=C(NCCc1ccccc1)/C(=C\c1ccc([N+](=O)[O-])cc1)NC(=O)c1ccc(Br)cc1
 : 28, -1, 12, -2, -4, 1, -9, -1
- COc1ccc(S(=O)(=O)Nc2cccc(-c3ccc4nncn4n3)c2)cc1F
 : 12, 0, 0, -7, -8, 18, 58*, -12

(next part)
Order of results – CCR6 antag, EBI2 antag, Apaf1 inhib, 697 NFkB inh, UBC13 inh, Gli-Sufu antag, Jurkat NFkB inh, SENP8 inh
- COc1ccc(CNC(=O)C(=O)NCC2CCCO2)cc1 (stereo not drawn)
 : 5, -19, 6, -3, -5, -10, -17, -13
- N/C(=N\NC(=O)c1ccc(Cl)cc1)c1cnccn1
 : 1, 1, -6, -17, -1, 23, -30, -7
- Cc1sc2ncnc(N3CCC(C(=O)N(CC(C)C)c4nc5ccccc5s4)CC3)c2c1C
 : -5, 15, 17, -2, -6, 13, 14, 2
- COC(=O)c1c(NC(=O)COC(=O)c2ccc(Cl)nc2)sc(C)c1C
 : 9, -9, -9, 2, 2, -5, -35, -10
- CCOC(=O)c1ccc(NC(=S)NCCc2ccc(F)cc2)cc1
 : 13, 24, 17, -18, -4, -9, -18, -7
- CCOc1cc(Br)c(CC(=O)O)cc1OCC
 : 15, -12, -24, -5, -2, 5, -2, 4
- CCCCOC(=O)CSc1nc2ccccc2o1
 : -4, -1, -8, -7, 0, -24, -14, -5
- O=C(/C=C/c1ccc(S(=O)(=O)N2CCOCC2)cc1)NCc1ccccc1
 : 16, 12, -8, -9, -7, -6, 5, 8
- CCOC(=O)N/N=C1\CC(C)CC(C)(C)C1 (stereo not drawn)
 : 0, -3, 1, 6, -4, 0, -5, -6
- Cc1onc(-c2ccccc2Cl)c1C(=O)Nc1cccnc1
 : -5, -4, -14, 18, -3, 0, -11, 4

The list goes on:
Order of results – CCR6 antag, EBI2 antag, Apaf1 inhib, 697 NFkB inh, UBC13 inh, Gli-Sufu antag, Jurkat NFkB inh, SENP8 inh
- COc1ccccc1-c1nnc(SCC(=O)NCc2ccco2)n1N
 : 9, -3, -13, 14, 2, 3, 6, 1
- O=C(Nc1ccc(Br)cc1)N1CCc2ccccc2C1
 : 21, 6, 5, -75, 8, -75, -83, -13
- CCN(CC)C(=O)CSc1nnc(-c2ccccn2)n1-c1ccccc1OC
 : 2, 0, -27, 13, 17, -8, 3, 3
- CCOc1ccc(NC(=O)C2CCN(S(=O)(=O)CC)CC2)cc1
 : 11, -4, 1, 7, -2, -3, -4, 0
- O=C(NC1CCCCC1)C1CCCN1S(=O)(=O)c1ccc(F)cc1 (stereo not drawn)
 : -1, -4, 7, 18, -2, -14, 14, -1
- OCCCNC(=S)Nc1ccc2nc(-c3ccccn3)c(-c3ccccn3)nc2c1
 : 11, -10, 1, 19, -31, -1, 19, 4
- Cc1cc(Cl)c2oc(C(=O)N3CCN(c4ccncc4)CC3)c(C)c2c1
 : 10, 3, 29, -50, 16, 68*, 61*, -21
- O=C(C1CCC1)N1CCN(Cc2ccccc2)CC1
 : 5, -7, 4, 4, 1, 4, 3, -9
- Cc1c(NC(=O)c2c(N)sc3c2CCCC3)c(=O)n(-c2ccccc2)n1C
 : 10, -2, 22, -5, -15, 0, 1, -11

Entries listed so far that have four or more nitrogen atoms, in the order listed:
Order of results – CCR6 antag, EBI2 antag, Apaf1 inhib, 697 NFkB inh, UBC13 inh, Gli-Sufu antag, Jurkat NFkB inh, SENP8 inh
- COCCCNC(=S)Nc1ccc2nc3n(c(=O)c2c1)CCCCC3
 : 8, -5, 3, 35*, -3, -3, -10, -1
- CCc1ccc(C(=O)NNC(=S)Nc2ccc(S(N)(=O)=O)cc2)s1
 : 18, 9, 1, -1, 0, 3, 1, 13
- CN(C)c1ccc(/C=N/NC(=O)CCC(=O)NCc2ccccc2)cc1
 : -4, -5, 4, 26, 6, -6, 10, 5
- C(=N/Nc1cc(N2CCOCC2)nc(N2CCOCC2)n1)/c1ccccc1
 : -7, 1, 77*, 19, -31, 33, -43, 8
- O=C1c2cccc3cccc(c23)C(=O)N1CCN1CCN(C(=S)Nc2ccc(Cl)cc2)CC1
 : 9, 13, 6, -57, 8, 29, 7, 5
- C#CCOCCOCCOCCNc1nc(N2CCN(C(=O)[C@H](CCCCN)n3cc(CN)nn3)CC2)nc(N2CCN(C(=O)[C@H](CCCCN)n3cc([C@@H](N)[C@H](C)CC)nn3)CC2)n1
 : -4, -9, 40*, 13, 109*, 25, 4, -10
- O=C(Nc1nccs1)c1cc(N2CCOCC2)nc2ccccc12
 : 0, 2, 10, -4, 3, -2, -10, -14
- COc1ccc(S(=O)(=O)Nc2cccc(-c3ccc4nncn4n3)c2)cc1F
 : 12, 0, 0, -7, -8, 18, 58*, -12
- N/C(=N\NC(=O)c1ccc(Cl)cc1)c1cnccn1
 : 1, 1, -6, -17, -1, 23, -30, -7
- Cc1sc2ncnc(N3CCC(C(=O)N(CC(C)C)c4nc5ccccc5s4)CC3)c2c1C
 : -5, 15, 17, -2, -6, 13, 14, 2
- COc1ccccc1-c1nnc(SCC(=O)NCc2ccco2)n1N
 : 9, -3, -13, 14, 2, 3, 6, 1
- CCN(CC)C(=O)CSc1nnc(-c2ccccn2)n1-c1ccccc1OC
 : 2, 0, -27, 13, 17, -8, 3, 3
- OCCCNC(=S)Nc1ccc2nc(-c3ccccn3)c(-c3ccccn3)nc2c1
 : 11, -10, 1, 19, -31, -1, 19, 4
- Cc1c(NC(=O)c2c(N)sc3c2CCCC3)c(=O)n(-c2ccccc2)n1C
 : 10, -2, 22, -5, -15, 0, 1, -11
